GLP1R inv ag: acts as inverse agonist at human GLP-1 receptor; P43220; HEK293 GLP-1R CRE-luciferase, luminescence, 24 h; GLP-1R form is constitutively active; Potency, µM (doses to about 38.3 µM), for inactives: at the top dose activity change, negative = inhibition, hits mostly inhibitors; 410,000 tested, 1.6% active; AID 624417; further: potency means the concentration at half of the fitted maximal effect; on the % scale 0 is the no-effect control and ±100 the full control effect; nearly all actives have a fitted effect of over 55% in size
Target sequence (P43220 whole entry, looked up): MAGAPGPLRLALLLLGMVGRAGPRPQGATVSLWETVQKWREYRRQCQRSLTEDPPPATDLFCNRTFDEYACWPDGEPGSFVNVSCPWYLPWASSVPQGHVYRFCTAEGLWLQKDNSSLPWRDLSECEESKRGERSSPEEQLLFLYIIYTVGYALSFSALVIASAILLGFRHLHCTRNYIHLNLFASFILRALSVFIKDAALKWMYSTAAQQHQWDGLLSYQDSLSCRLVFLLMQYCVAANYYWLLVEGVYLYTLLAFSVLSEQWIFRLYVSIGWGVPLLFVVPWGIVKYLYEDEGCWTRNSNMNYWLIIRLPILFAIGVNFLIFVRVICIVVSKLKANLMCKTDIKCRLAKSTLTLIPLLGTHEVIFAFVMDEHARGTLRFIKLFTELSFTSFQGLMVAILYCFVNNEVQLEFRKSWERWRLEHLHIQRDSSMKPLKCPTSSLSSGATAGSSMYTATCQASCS
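Constitutively active GLP-1R drives a cAMP-responsive luciferase in stably transfected HEK293 cells; test compounds are added after overnight (12 h) attachment and left 24 hr, and signal loss in luminescence marks inhibition.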
D3 antag: antagonists of human D3 dopamine receptor | P35462 | D3R cells, DiscoveRx beta-arrestin luminescence, antagonist mode; active compounds read low | max response, negative = inhibition, % | 360,000 tested, 2.5% active | AID 652054; in the data active means max response below about -50%; inconclusive means no clear call, values can overlap the other calls; further: on the % scale 0 is the no-effect control and ±100 the full control effect; mostly tested at two doses, the higher about 12 µM
Target sequence (P35462 whole entry, looked up): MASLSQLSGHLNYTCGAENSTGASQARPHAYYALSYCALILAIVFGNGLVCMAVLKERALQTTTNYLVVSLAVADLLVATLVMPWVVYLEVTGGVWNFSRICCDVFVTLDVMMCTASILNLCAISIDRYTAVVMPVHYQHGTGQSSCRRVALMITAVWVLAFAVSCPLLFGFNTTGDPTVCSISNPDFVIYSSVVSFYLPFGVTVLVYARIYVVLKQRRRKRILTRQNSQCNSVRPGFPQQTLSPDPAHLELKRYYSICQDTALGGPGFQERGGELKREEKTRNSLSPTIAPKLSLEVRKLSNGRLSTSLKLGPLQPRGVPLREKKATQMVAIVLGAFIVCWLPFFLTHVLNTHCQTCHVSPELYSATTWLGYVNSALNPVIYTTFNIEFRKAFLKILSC
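Cells expressing the human receptor were seeded at 1500 cells/well, incubated overnight at 37 degrees C in 5% CO2, then exposed to library compounds with dopamine controls for 90 minutes at 37 degrees C before luminescent detection.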
WRN inhibitor: WRN helicase (human) inhibition | AID 651768 | 360,000 tested, 0.46% active | Potency, µM (top dose mostly 114 µM), for inactives: at the top dose activity change, negative = inhibition, actives largely listed as inhibitors | WRN helicase unwinding, fluorescent forked duplex, kinetic; further: potency means the concentration at half of the fitted maximal effect; on the % scale 0 is the no-effect control and ±100 the full control effect; nearly all actives have a fitted effect of over 55% in size
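Primary qHTS, 1536-well format. 20 nM WRN + compound, 15 min RT; start with 100 nM forked fluorophore/quencher duplex, 2 mM ATP (final); kinetic read ex 525/em 598 nm.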
D3 ag: activates the human D3 dopamine receptor | P35462 | D3R DiscoveRx beta-arrestin cells, luminescence, 90 min | max activation, % | 410,000 tested, 0.58% active; in the data active means max activation above about 30%; further: 0% is about no effect; mostly tested at two doses, the higher about 12 µM
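Agonist mode: compounds and dopamine controls were applied to plated cells for 90 min at 37 degrees C after an overnight attachment at 1500 cells/well. Luminescent read-out followed 30 - 60 minutes at room temperature with DiscoveRx detection reagent.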
HEK293 tox: cytotoxicity counter-screen for GLP-1 receptor inverse agonists; HEK293 cAMP-luciferase reporter cells, luminescence, 24 h; Potency, µM (series often up to 38.3 µM), without a hit: at the top dose activity change, negative = inhibition, hits mostly inhibitors; AID 624418; 410,000 tested, 0.13% active;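 further: loss of luciferase light is scored as toxicity; potency means the concentration at half of the fitted maximal effect; on the % scale 0 is the no-effect control and ±100 the full control effect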
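Seeding density was 200 cells/uL; after overnight-length (12 h) culture, 23 nL compounds went on for 24 h at 37 °C. Readout used a luciferase detection reagent, luminescence taken after 12 min at room temperature.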
PI5P4K alpha inh: blocks human PI5P4K alpha kinase activity; P48426; PI5P4Kalpha enzyme, ADP-Glo luminescence, 60 min; active compounds read low; max response, %; 330,000 tested, 1.2% active; AID 652105; active means max response of -50% or lower; inconclusive means between -30% and -50%; inactive means -30% or higher; further: value at the top dose of about 77 µM; on the % scale 0 is the no-effect control and ±100 the full control effect
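PI5P4Kalpha ADP-Glo assay; 5 microM ATP final; 60 min RT reaction; HEPES pH 7.4/EGTA/CHAPS, 5% DMSO; controls lacking substrate or enzyme; luminescent end-point.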
GLP-1R agonist: agonists of human GLP-1 receptor. 380,000 tested, 0.007% active. AID 624172. Potency, µM (top dose mostly 45.6 µM), inactives show top-dose activation, hits mostly activators. HEK293 GLP-1R CRE-luciferase, luminescence, 4-6 h; cells express a hypersensitive GLP-1R form. P43220; further: potency means the concentration at half of the fitted maximal effect; % of control where 0% means no effect
IL-2 act: IL-2 activation. IL-2 activation reporter assay, cell-based qHTS; stimulated with anti-CD3/CD4/CD28 beads; in transgenic mouse T cells. activation, % (series mostly up to about 46 µM). 360,000 tested, 0.065% active; in the data active means activation above about 50%; inconclusive means mostly about 30% to 49%; further: 0% is about no effect
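Unstimulated transgenic mouse T cells; 60-min compound exposure; bead-based TCR/CD4/CD28 stimulation; 18 h culture, 37 degrees C; dual fluorescence (EGFP, DsRed) plate cytometry.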
PLK1 PBD inh: blocks phosphopeptide binding to human PLK1 polo-box domain | P53350 | Plk1 PBD binding of FITC phosphopeptide, fluorescence polarization | Potency, µM, without a hit: max response, negative = inhibition, most hits filed as inhibitors | 360,000 tested, 2.8% active | AID 720504; further: potency means the concentration at half of the fitted maximal effect; series mostly up to about 57 µM; on the % scale 0 is the no-effect control and ±100 the full control effect; nearly all actives have a fitted effect of over 65% in size
* = called active by the depositor; ? = inconclusive; · = no result given; & = joins results of further samples; [ ] = another dose, or the depositor's remark. Unless noted, the call rests on the fitted dose curve; in most records, active means well fitted curve in the direction sought with a large enough effect; inconclusive means small, poorly fitted or top-dose-only effect, or another doubt; inactive means no such curve, though single readings can be large; an effect the other way counts as inactive or inconclusive.

The opening 5 compounds, ahead of the listing:
Assay codes: A = GLP1R inv ag; B = D3 antag; C = WRN inhibitor; D = D3 ag; E = HEK293 tox; F = PI5P4K alpha inh; G = GLP-1R agonist; H = IL-2 act; I = PLK1 PBD inh
> CCOc1ccc(S(=O)(=O)N2CCC(C(=O)OCc3cccc(OC)c3OC)CC2)cc1
  A: ?	B: 4	C: -5%	D: -1	E: 2%	F: 4	G: 9%	H: -0.6	I: 2%

> C[C@@H]1CN([C@H](C)CO)C(=O)CCCn2nncc2CO[C@@H]1CN(C)S(=O)(=O)c1ccc(Cl)cc1
  A: 14%	B: ?	C: -2%	D: -12	E: 1%	F: -7	G: 14%	H: -3.6	I: -7%

> Cc1cccc(NC(=O)CNC(=O)COc2cccnc2[N+](=O)[O-])c1C
  A: 23%	B: -1	C: 7%	D: 4	E: 23%	F: 1	G: 7%	H: -0.4	I: 1%

> N#Cc1ccc(OCC(=O)NC(=O)NC2CCS(=O)(=O)C2)cc1 (stereo not drawn)
  A: -1%	B: -6	C: 1%	D: -2	E: 10%	F: -4	G: 3%	H: 0.7	I: -2%

> N=C1SCC(=O)N1c1ccc(Cl)cc1
  A: 6%	B: 3	C: -2%	D: 2	E: 9%	F: 0	G: 0%	H: 1.0	I: -17%

Results, from the first entry:
Assay codes: A = GLP1R inv ag; B = D3 antag; C = WRN inhibitor; D = D3 ag; E = HEK293 tox; F = PI5P4K alpha inh; G = GLP-1R agonist; H = IL-2 act; I = PLK1 PBD inh
> CCOc1ccc(S(=O)(=O)N2CCC(C(=O)OCc3cccc(OC)c3OC)CC2)cc1
  A: ?	B: 4	C: -5%	D: -1	E: 2%	F: 4	G: 9%	H: -0.6	I: 2%

> C[C@@H]1CN([C@H](C)CO)C(=O)CCCn2nncc2CO[C@@H]1CN(C)S(=O)(=O)c1ccc(Cl)cc1
  A: 14%	B: ?	C: -2%	D: -12	E: 1%	F: -7	G: 14%	H: -3.6	I: -7%

> Cc1cccc(NC(=O)CNC(=O)COc2cccnc2[N+](=O)[O-])c1C
  A: 23%	B: -1	C: 7%	D: 4	E: 23%	F: 1	G: 7%	H: -0.4	I: 1%

> N#Cc1ccc(OCC(=O)NC(=O)NC2CCS(=O)(=O)C2)cc1 (stereo not drawn)
  A: -1%	B: -6	C: 1%	D: -2	E: 10%	F: -4	G: 3%	H: 0.7	I: -2%

> N=C1SCC(=O)N1c1ccc(Cl)cc1
  A: 6%	B: 3	C: -2%	D: 2	E: 9%	F: 0	G: 0%	H: 1.0	I: -17%

> CC(C)CC(c1nnnn1C(C)(C)C)N1CCN(C2CCCC2)CC1 (stereo not drawn)
  A: -4%	B: -26	C: -17%	D: -5	E: -8%	F: -7	G: -4%	H: 0.5	I: -2%

> O=C(Nc1ccc(Cl)cc1)c1nc[nH]c1C(=O)NCCCCNC(=O)c1[nH]cnc1C(=O)Nc1ccc(Cl)cc1
  A: 0%	B: 98	C: -4%	D: 7	E: 1%	F: 2	G: 0%	H: -0.2	I: -3%

> O=C1C(c2ccc(F)cc2)N(Cc2ccc3c(c2)OCO3)C(=O)CN1C1CCCCC1 (stereo not drawn)
  A: -19%	B: 5	C: -1%	D: -19	E: 4%	F: ·	G: 3%	H: -1.5	I: -11%

> Cc1ccc(C)c(NC(=O)Nc2ccc3c(c2)OCO3)c1
  A: 2%	B: -14	C: 0%	D: -1	E: 3%	F: -1	G: 2%	H: 0.3	I: 0%

> O=C(COC(=O)c1ccc(Cl)cc1[N+](=O)[O-])NNC(=O)c1cccs1
  A: 7%	B: 4	C: -28%	D: 1	E: 21%	F: 0	G: 4%	H: -0.3	I: -5%

> O=C(CSc1ncn[nH]1)Nc1ccc([N+](=O)[O-])cc1Br
  A: 23%	B: -7	C: -13%	D: -3	E: -7%	F: 0	G: 5%	H: 0.0	I: -9%

> O=C(NCCc1ccc(Cl)cc1)c1ccc2c(c1)N(Cc1ccc(Cl)cc1)C(=O)CS2
  A: 5%	B: ·	C: ·	D: 9	E: 2%	F: ·	G: -6%	H: ·	I: ·

> CCC(C)Sc1nnc(CNS(=O)(=O)c2ccc(F)cc2)n1C (stereo not drawn)
  A: 9%	B: 11	C: 6%	D: -4	E: -1%	F: 2	G: -4%	H: -1.8	I: -6%

> COC(=O)CN(c1ccccc1)S(=O)(=O)c1cc(Br)ccc1OC
  A: ?	B: 0	C: -11%	D: 1	E: -13%	F: 2	G: 3%	H: -2.4	I: -4%

> CN(C)c1ccc(C(=S)N2CCN(C(=S)Nc3ccccc3)CC2)cc1
  A: -9%	B: -10	C: 6%	D: 1	E: 3%	F: -1	G: 1%	H: -0.5	I: -3%

Grouped by structure, those above with bromine
Assay codes: A = GLP1R inv ag; B = D3 antag; C = WRN inhibitor; D = D3 ag; E = HEK293 tox; F = PI5P4K alpha inh; G = GLP-1R agonist; H = IL-2 act; I = PLK1 PBD inh
> O=C(CSc1ncn[nH]1)Nc1ccc([N+](=O)[O-])cc1Br
  A: 23%	B: -7	C: -13%	D: -3	E: -7%	F: 0	G: 5%	H: 0.0	I: -9%

> COC(=O)CN(c1ccccc1)S(=O)(=O)c1cc(Br)ccc1OC
  A: ?	B: 0	C: -11%	D: 1	E: -13%	F: 2	G: 3%	H: -2.4	I: -4%

The list continues:
Assay codes: A = GLP1R inv ag; B = D3 antag; C = WRN inhibitor; D = D3 ag; E = HEK293 tox; F = PI5P4K alpha inh; G = GLP-1R agonist; H = IL-2 act; I = PLK1 PBD inh
> N#CCSc1ccccc1NC(=O)CN1C(=O)C(=O)N(Cc2ccccc2)C1=O
  A: 1%	B: 5	C: -9%	D: 3	E: 0%	F: -13	G: 2%	H: 2.2	I: 6%

> O=C(CSc1nc2ccccc2c(=O)n1CC1CCCO1)Nc1ccccc1Cl (stereo not drawn)
  A: ?	B: 5	C: -5%	D: -18	E: ?	F: 1	G: 20%	H: 1.1	I: -9%

> Cc1nc2ccn(Cc3ccccc3)c(=O)c2cc1C(=O)N1CCN(c2ccc(F)cc2)CC1
  A: -18%&-8%	B: 3	C: -6%	D: 5&10	E: 7%&-3%	F: 1	G: 7%	H: 0.3	I: -8%

> Cc1ccc(S(=O)(=O)n2nc(OC(=O)c3ccco3)cc2N)cc1
  A: -21%	B: ?	C: -12%	D: -5	E: -21%	F: -8	G: -12%	H: -1.7	I: ?

> Cn1c(NC(=O)c2ccco2)c(-c2ccccc2)c(=O)c2ccccc21
  A: 0%	B: 9	C: 2%	D: -3	E: -12%	F: -3	G: -2%	H: 1.1	I: -10%

> Cc1nnc(SC(C)C(=O)Nc2c(C)n(C)n(-c3ccccc3)c2=O)n1N (stereo not drawn)
  A: 11%	B: 7	C: 2%	D: -3	E: 0%	F: 0	G: -3%	H: -1.9	I: ?

> S=C(NCc1ccco1)N1CCN(c2nc(-c3ccc(Cl)cc3)cs2)CC1
  A: ?	B: -4	C: -7%	D: 0	E: 10%	F: 0	G: 1%	H: -3.9	I: -20%

> O=C(c1ccc(Cl)cc1)c1cnc(Nc2ccccc2Cl)s1
  A: 1%	B: 18	C: -7%	D: -21	E: -3%	F: ·	G: -1%	H: -3.3	I: -4%

> O=C(Cc1ccccc1)N1CCN(S(=O)(=O)c2ccc([N+](=O)[O-])cc2)CC1
  A: -26%	B: 18	C: -1%	D: 2	E: 3%	F: -3	G: 13%	H: -0.8	I: -14%

> COC(=O)c1ccc(NC(=O)Nc2ccc(OC)c(OC)c2)cc1
  A: 0%	B: 0	C: -16%	D: -5	E: 4%	F: -5	G: 9%	H: -4.8	I: -2%

> CCNS(=O)(=O)c1ccc(-c2ccc(-n3cnnn3)cc2)cc1
  A: 9%	B: -5	C: 0%	D: 2	E: 0%	F: -12	G: 4%	H: 0.9	I: ?

> COc1ccc(CCN2C(=O)CC(Nc3ccc(N4CCOCC4)cc3)C2=O)cc1OC (stereo not drawn)
  A: 12%	B: ?	C: -18%	D: 2	E: -20%	F: -5	G: 2%	H: -4.2	I: -8%

> CCOC(=O)c1ccc(NC(=O)CCc2nc(-c3ccccc3Cl)no2)cc1
  A: -3%	B: 2	C: -28%	D: 5	E: ?	F: 13	G: 3%	H: -2.2	I: 1%

> COC1=C(Br)C(=O)c2ncccc2C1=O
  A: ?	B: ?	C: 10µM*	D: -28	E: ?	F: ?	G: -30%[inhibitor]	H: -5.7	I: 1.9µM*

> CC(C)(CNC(=O)c1cccs1)CNC(=O)c1cccs1
  A: 0%	B: -10	C: -11%	D: -8	E: 7%	F: ·	G: 10%	H: 2.2	I: -6%

(continued)
Assay codes: A = GLP1R inv ag; B = D3 antag; C = WRN inhibitor; D = D3 ag; E = HEK293 tox; F = PI5P4K alpha inh; G = GLP-1R agonist; H = IL-2 act; I = PLK1 PBD inh
> Oc1cccc(C(=S)N2CCN(Cc3ccccc3)CC2)c1
  A: -9%	B: -27	C: -28%	D: 0	E: 0%	F: -11	G: -11%	H: 1.2	I: 15µM*

> C=C1CCC[C@]2(C)C[C@H]3OC(=O)C(CNC(C)CCCC(C)C)[C@H]3CC12 (stereo partly drawn)
  A: 50%[activator]	B: -30	C: 7%	D: -25	E: 10%	F: 2	G: -1%	H: -3.1	I: -9%

> O=C1CC(c2cccc(Cl)c2)Cc2nc(N3CCOCC3)ncc21 (stereo not drawn)
  A: ?	B: -29	C: -19%	D: -2	E: -14%	F: 5	G: 4%	H: 0.2	I: -3%

> C=CC[C@@H](CC(=O)NCCO)C(=O)N[C@@H](C)COC(=O)[C@@H](CC=C)Cc1ccc(F)cc1
  A: -10%	B: 3	C: 6%	D: 1	E: 4%	F: 3	G: -4%	H: -0.8	I: -10%

> CCOc1ccc(S(=O)(=O)Nc2ccc(F)cc2)c(C)c1C
  A: 0%	B: 13	C: -8%	D: 13	E: -17%	F: ·	G: -6%	H: -3.8	I: -1%

> O=C(Nc1nnc(SCc2ccccn2)s1)C1CC(=O)N(c2ccccc2)C1 (stereo not drawn)
  A: 11%	B: 11	C: 2%	D: 6	E: 0%	F: -29	G: 0%	H: 0.1	I: -7%

> C=CCNc1nc(NCc2ccc(NC(C)=O)cc2)c2sc(-c3ccccc3)cc2n1
  A: ?	B: -14	C: 3%	D: -3	E: ?	F: ?	G: -9%	H: -0.7	I: -3%

Screens (PubChem)
